LRH-1 inv ag: NR5A2 inverse agonism in reporter assay; inhibition, % at 3.6 µM; AID 602396; HEK293T StAR-luciferase reporter, LRH-1 transfected, 24 h; actives 0.13% (n = 360,000);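 active means inhibition above the mean inhibition of all tested compounds plus 3 SD, cut at about 73% in these data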;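 further: 0% = DMSO wells and 100% = reporter-only cells lacking LRH-1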
NCOA2 inhibitor: inhibits human steroid receptor coactivator 2. HEK293 GAL4-SRC2 luciferase reporter, luminescence. actives 0.17% (n = 370,000). AID 651957. inhibition, % at 9 µM. Q15596;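 active means inhibition above the mean inhibition of all tested compounds plus 3 SD, set per campaign, cut at about 52% in these data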;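 further: 0% = DMSO treated cells and 100% = cells given Gossypol at 36 µM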
NOD2-RIPK2 inh: blocks binding of human NOD2 to RIPK2 | O43353 | inhibition, % at 4.98 µM | actives 0.38% (n = 360,000) | CHO BLA complementation NOD2-RIPK2, CCF4 ratio; in the data active means inhibition above about 21%;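 further: 0% = vehicle only and 100% = reference blocker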
TLR9-MyD88 inh: TLR9-MyD88 interaction inhibition; inhibition, % at 4.98 µM; Q9NR96+Q99836; AID 504734; actives 0.21% (n = 340,000); CHO BLA complementation TLR9-MyD88, CCF4 FRET ratio;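 active means inhibition above the mean over all tested compounds plus 3 SD, cut at about 21% in these data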;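 further: 0% = DMSO only wells and 100% = clavulanate BLA inhibitor control wells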
NR2F2 inh: inhibitors of human COUP-TFII (NR2F2) | P24468 | HEK293T NGFI-A luciferase reporter, luminescence | inhibition, % at 8.6 µM | actives 0.7% (n = 370,000);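 active means inhibition above a per-plate cutoff, mean inhibition of test wells between control levels plus 3 SD, cut at about 38% in these data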;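 further: cells cotransfected with COUP-TFII expression vector driving the NGFI-A reporter; 0% = median of COUP-TF2 test wells and 100% = reporter-only cells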
TROY NFkB inh: TROY signaling inhibition; Q293 LMP1-TROYcd NF-kB luciferase reporter, 4 h; inhibition, % at 10 µM; actives 0.98% (n = 360,000); AID 1347056;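 active means compounds whose plate-normalised and pattern-corrected inhibition of the luciferase reporter signal at the single screening dose is 50% or more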
C8 TRAIL sens: sensitizes caspase-8 expressing cells to TRAIL. NB7+C8 cells + TRAIL, ATPlite viability luminescence. inhibition (viability loss, TRAIL sensitization), % at 10 µM. actives 1% (n = 360,000). AID 624354;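 active means compounds causing at least 50% loss of cell viability in the single-dose screen, relative to plate controls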
NCOA1 inh: human NCOA1 inhibition. Q15788. HEK293 GAL4-SRC1 luciferase reporter, luminescence. inhibition, % at 3.6 µM. actives 0.12% (n = 360,000);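 active means inhibition above the campaign mean plus 3 SD, with each screening campaign given its own cutoff, cut at about 60% in these data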;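 further: 0% = DMSO treated cells and 100% = gossypol at 36 µM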
NCOA3 inh: human NCOA3 inhibition | actives 0.17% (n = 360,000) | HEK293 GAL4-SRC3 luciferase reporter, luminescence | inhibition, % at 3.6 µM | Q9Y6Q9;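 active means inhibition above a per-campaign cutoff, the mean of all compounds plus 3 SD, cut at about 60% in these data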;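 further: 0% = DMSO-treated cells and 100% = gossypol-treated cells at 36 µM; higher means less SRC3-driven luciferase light from the GAL4 reporter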
Target sequence (Q9Y6Q9 whole entry, looked up, the tested form may be a part): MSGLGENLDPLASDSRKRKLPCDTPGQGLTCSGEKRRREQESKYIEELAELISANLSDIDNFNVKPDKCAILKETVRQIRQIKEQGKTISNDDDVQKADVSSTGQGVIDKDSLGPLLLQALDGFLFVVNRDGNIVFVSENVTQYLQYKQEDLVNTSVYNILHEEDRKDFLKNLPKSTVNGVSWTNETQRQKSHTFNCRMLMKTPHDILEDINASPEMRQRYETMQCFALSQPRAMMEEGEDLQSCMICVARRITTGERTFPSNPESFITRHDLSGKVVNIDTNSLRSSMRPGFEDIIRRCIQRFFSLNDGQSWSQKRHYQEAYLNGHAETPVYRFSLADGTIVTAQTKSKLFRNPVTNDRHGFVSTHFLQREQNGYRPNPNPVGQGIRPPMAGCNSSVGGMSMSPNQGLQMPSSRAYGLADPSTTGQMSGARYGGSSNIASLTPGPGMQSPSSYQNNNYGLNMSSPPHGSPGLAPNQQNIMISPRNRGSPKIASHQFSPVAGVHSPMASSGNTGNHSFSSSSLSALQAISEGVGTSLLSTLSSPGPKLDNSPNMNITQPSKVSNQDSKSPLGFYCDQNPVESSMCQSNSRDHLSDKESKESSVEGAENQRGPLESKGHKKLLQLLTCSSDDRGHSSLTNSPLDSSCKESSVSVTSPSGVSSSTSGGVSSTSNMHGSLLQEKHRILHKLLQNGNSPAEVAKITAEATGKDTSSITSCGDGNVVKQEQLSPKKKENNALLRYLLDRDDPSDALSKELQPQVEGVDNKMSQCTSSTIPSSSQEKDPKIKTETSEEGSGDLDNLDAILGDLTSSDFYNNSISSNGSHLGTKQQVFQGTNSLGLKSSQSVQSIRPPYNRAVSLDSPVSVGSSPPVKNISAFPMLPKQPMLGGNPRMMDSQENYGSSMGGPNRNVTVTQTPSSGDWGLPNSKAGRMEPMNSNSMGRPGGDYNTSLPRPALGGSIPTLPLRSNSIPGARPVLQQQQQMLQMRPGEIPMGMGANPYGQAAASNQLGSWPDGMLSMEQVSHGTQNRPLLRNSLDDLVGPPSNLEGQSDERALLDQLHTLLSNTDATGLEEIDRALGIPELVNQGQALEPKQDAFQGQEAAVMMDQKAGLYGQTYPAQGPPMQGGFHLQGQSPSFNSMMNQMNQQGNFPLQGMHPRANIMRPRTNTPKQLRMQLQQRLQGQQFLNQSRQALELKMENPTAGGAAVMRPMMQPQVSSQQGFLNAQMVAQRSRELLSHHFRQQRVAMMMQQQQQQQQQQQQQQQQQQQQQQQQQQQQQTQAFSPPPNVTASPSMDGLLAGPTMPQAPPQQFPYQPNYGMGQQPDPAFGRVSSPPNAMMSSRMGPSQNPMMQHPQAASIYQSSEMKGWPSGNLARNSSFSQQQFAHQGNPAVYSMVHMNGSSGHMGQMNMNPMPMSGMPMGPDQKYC
Vif imaging: inhibitors of HIV Vif; HEK293T cells, Vif self-association by quenched fluorescence, imaging, 24 h; inhibition, % at 7.49 µM; actives 0.35% (n = 340,000); AID 602346; in the data active means inhibition above about 50%, passing the limit was not always enough; inconclusive means no clear call, values can overlap the other calls; inactive means below about 31%; further: some results filed as inactive read as strong as hits
EBV LMP1 NFkB: Epstein-Barr LMP1 NF-kappaB reporter inhibition. inhibition, % at 12.5 µM. LMP1-induced NF-kappaB luciferase reporter cells, luminescence. AID 504558. actives 0.69% (n = 350,000); in the data active means inhibition above about 41%; inconclusive means no clear call, values can overlap the other calls;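 further: 0% = neutral control wells and 100% = reference inhibitor control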
* hit, by the source's call. The list is partial; the hit share may differ from the screen's.

O=C(CCN1C(=O)C2CC=C(Cl)CC2C1=O)NC1CCCCC1 (stereo not drawn) was read as LRH-1 inv ag 3.9, NCOA2 inhibitor -17.1, NOD2-RIPK2 inh -11.8, TLR9-MyD88 inh -2.5, NR2F2 inh -11.9, TROY NFkB inh -3.9, C8 TRAIL sens 9.5, NCOA1 inh -14.5, NCOA3 inh 7.0, Vif imaging inconclusive and EBV LMP1 NFkB 3.9.
Screening Cc1ccc(C(=O)O)cc1S(=O)(=O)Nc1ccccc1C(=O)NC1CC1 returned LRH-1 inv ag 5.0, NCOA2 inhibitor -11.1, NOD2-RIPK2 inh 1.5, TLR9-MyD88 inh 2.9, NR2F2 inh -34.1, TROY NFkB inh -22.8, C8 TRAIL sens -3.8, NCOA1 inh 3.9, NCOA3 inh -12.7, Vif imaging 12.9 and EBV LMP1 NFkB -1.9.
Screening CCCN1CN(c2ccccc2)C(=S)N(c2ccccc2)C1 returned LRH-1 inv ag 3.8, NCOA2 inhibitor 9.1, NOD2-RIPK2 inh -15.1, TLR9-MyD88 inh -10.8, NR2F2 inh 17.7, TROY NFkB inh -3.5, C8 TRAIL sens 15.4, NCOA1 inh -16.9, NCOA3 inh 8.9, Vif imaging -3.5 and EBV LMP1 NFkB -4.7.
For CC1(C(=O)Nc2ccc(F)c(Cl)c2)Cc2c(-c3cccc(C(N)=O)c3)ccnc2O1 (stereo not drawn) the results were LRH-1 inv ag -20.1, NCOA2 inhibitor -9.4, NOD2-RIPK2 inh 5.8, NR2F2 inh 5.6, TROY NFkB inh 21.3, C8 TRAIL sens 4.2, NCOA1 inh 1.0, NCOA3 inh 7.0 and Vif imaging -5.5.
For Cc1ccc(N(CC(=O)NC2CCCCC2)C(=O)CNC(=O)c2cccs2)cc1 the results were LRH-1 inv ag 5.1, NCOA2 inhibitor -7.6, NOD2-RIPK2 inh 6.8, TLR9-MyD88 inh -4.3, NR2F2 inh -28.2, TROY NFkB inh -6.1, C8 TRAIL sens -7.7, NCOA1 inh -14.8, NCOA3 inh 1.0, Vif imaging 11.7 and EBV LMP1 NFkB -1.4.
CCOc1ccc(N=CNc2ccc(OCC)cc2)cc1 was read as LRH-1 inv ag 10.2, NCOA2 inhibitor 9.9, NOD2-RIPK2 inh -1.4, TLR9-MyD88 inh 4.8, NR2F2 inh 2.8, TROY NFkB inh -11.2, C8 TRAIL sens 3.5, NCOA1 inh -1.4, NCOA3 inh -24.3, Vif imaging -13.7 and EBV LMP1 NFkB -22.5.
For O=C(Nc1nnc(SCc2ccccc2F)s1)C1=COCCO1 the results were LRH-1 inv ag -96.3, NCOA2 inhibitor -86.1, NOD2-RIPK2 inh 2.4, TLR9-MyD88 inh -4.7, NR2F2 inh -11.5, TROY NFkB inh -29.4, C8 TRAIL sens -2.4, NCOA1 inh -90.8, NCOA3 inh -61.5, Vif imaging 23.1 and EBV LMP1 NFkB -11.4.
Screening CCOC(=O)/C=C/S(=O)(=O)c1ccc(NC(C)=O)cc1 returned LRH-1 inv ag -54.4, NCOA2 inhibitor -33.4, NOD2-RIPK2 inh 22.0*, TLR9-MyD88 inh 22.7*, NR2F2 inh -40.1, TROY NFkB inh 33.5, C8 TRAIL sens 1.5, NCOA1 inh -29.4, NCOA3 inh -2.1, Vif imaging 8.8 and EBV LMP1 NFkB 38.2.
`O=S1(=O)CC(N2CCCCC2)CN1Cc1cn(Cc2ccc(Cl)cc2)nn1` (stereo not drawn) gave LRH-1 inv ag 9.8, NCOA2 inhibitor 17.6, NOD2-RIPK2 inh -6.6, NR2F2 inh -8.6, TROY NFkB inh -16.2 and C8 TRAIL sens -4.0.
For Cc1nn(CC(=O)N(C)c2c(N)n(Cc3ccccc3)c(=O)[nH]c2=O)c(C)c1[N+](=O)[O-] the results were LRH-1 inv ag -34.1, NCOA2 inhibitor -18.9, NOD2-RIPK2 inh -4.3, TLR9-MyD88 inh -5.0, NR2F2 inh -4.7, TROY NFkB inh 2.5, C8 TRAIL sens 13.4, NCOA1 inh -7.4, NCOA3 inh -1.1, Vif imaging -1.4 and EBV LMP1 NFkB 3.0.
Screening CSc1ccc(C2N=C(c3ccccc3)NO2)cc1 (stereo not drawn) returned LRH-1 inv ag -132.0, NOD2-RIPK2 inh 1.0, TLR9-MyD88 inh -0.8, TROY NFkB inh -27.6, C8 TRAIL sens 10.7, NCOA1 inh -104.8, NCOA3 inh -167.7, Vif imaging 3.5 and EBV LMP1 NFkB -9.6.
Screening O=C(Nc1ccnn1C1CCN(C(=O)c2cnsn2)CC1)c1cccc(F)c1 returned LRH-1 inv ag -5.4, NCOA2 inhibitor 4.3, NOD2-RIPK2 inh -2.7, TLR9-MyD88 inh 3.6, NR2F2 inh -3.1, TROY NFkB inh -15.9, C8 TRAIL sens 14.2, NCOA1 inh -26.1, NCOA3 inh -12.9 and EBV LMP1 NFkB -3.1.
`COc1cc(OC)cc(-c2c(-c3ccc(F)cc3)c3cc(-c4ccc(SC)cc4)ccc3n2C)c1` gave LRH-1 inv ag -12.9, NCOA2 inhibitor -9.1, NOD2-RIPK2 inh 2.7, TLR9-MyD88 inh 2.8, NR2F2 inh 5.9, TROY NFkB inh -18.1, C8 TRAIL sens 12.5, NCOA1 inh -10.2, NCOA3 inh -22.4, Vif imaging -0.9 and EBV LMP1 NFkB 2.9.
For COCCNC(=O)NC(=O)CSc1nc(C)c(C)c(C)n1 the results were LRH-1 inv ag 7.6, NCOA2 inhibitor 5.9, NOD2-RIPK2 inh 1.9, TLR9-MyD88 inh 12.2, NR2F2 inh 7.1, TROY NFkB inh 2.1, C8 TRAIL sens 4.2, NCOA1 inh -30.0, NCOA3 inh -0.2, Vif imaging -2.9 and EBV LMP1 NFkB -1.6.
For NCC(=O)Nc1ccc(Br)cc1 the results were LRH-1 inv ag 13.8, NCOA2 inhibitor -11.9, NOD2-RIPK2 inh 2.1, TLR9-MyD88 inh 11.4, NR2F2 inh 10.6, TROY NFkB inh -6.3, C8 TRAIL sens -4.3, NCOA1 inh -24.4, NCOA3 inh 23.9, Vif imaging -1.7 and EBV LMP1 NFkB -5.9.
For CC[C@]12c3[nH]c4cc(-c5ccco5)ccc4c3CCN1C(=O)[C@@H](CC(=O)NCCCN(C)C)C[C@@H]2C(=O)N1CCN(C(=O)C2CC2)CC1 the results were LRH-1 inv ag -0.4, NCOA2 inhibitor 4.6, NOD2-RIPK2 inh 0.8, TLR9-MyD88 inh 4.8, NR2F2 inh 1.9, TROY NFkB inh -10.3, C8 TRAIL sens -2.9, NCOA1 inh 4.1, NCOA3 inh -14.1, Vif imaging 8.9 and EBV LMP1 NFkB -4.1.
`CCN(CC)S(=O)(=O)c1cc(Cl)ccc1OC` gave LRH-1 inv ag 5.4, NCOA2 inhibitor 2.4, NOD2-RIPK2 inh 16.1, TLR9-MyD88 inh 0.0, NR2F2 inh 11.2, TROY NFkB inh -5.5, C8 TRAIL sens -5.5, NCOA1 inh 3.5, NCOA3 inh 10.4, Vif imaging 26.7 and EBV LMP1 NFkB 4.2.
Cc1cccc(NC(=O)C(=O)C2C(=O)Nc3ccccc32)c1 (stereo not drawn) was read as LRH-1 inv ag 10.1, NCOA2 inhibitor -22.3, NOD2-RIPK2 inh -11.7, TLR9-MyD88 inh 0.5, NR2F2 inh -24.2, TROY NFkB inh -13.4, C8 TRAIL sens -1.0, NCOA1 inh -37.8, NCOA3 inh -5.2, Vif imaging -1.0 and EBV LMP1 NFkB -9.4.
`C/C(=N\NC(=O)c1ccc(Cl)cc1)c1ccc(N2CCOCC2)cc1` gave LRH-1 inv ag -33.1, NCOA2 inhibitor 3.9, NOD2-RIPK2 inh -10.1, TLR9-MyD88 inh 2.5, NR2F2 inh -8.4, TROY NFkB inh -4.1, C8 TRAIL sens -4.9, NCOA1 inh -39.5, NCOA3 inh 7.4, Vif imaging 2.0 and EBV LMP1 NFkB 2.6.
For O=c1c2cc(NC(=S)NC3CC3)ccc2nc2n1CCCCC2 the results were LRH-1 inv ag -3.5, NCOA2 inhibitor -11.1, NOD2-RIPK2 inh -0.6, TLR9-MyD88 inh -2.2, NR2F2 inh 0.6, TROY NFkB inh -14.4, C8 TRAIL sens -3.0, NCOA1 inh -8.5, NCOA3 inh 0.7, Vif imaging -4.3 and EBV LMP1 NFkB -4.0.
COc1ccc(Cl)cc1NC(=O)CSc1nc(=O)n(CCN(C)C)c2c1CCCC2 was read as LRH-1 inv ag -0.1, NCOA2 inhibitor 10.7, NOD2-RIPK2 inh 11.5, TLR9-MyD88 inh -5.0, NR2F2 inh -9.7, TROY NFkB inh -0.8, C8 TRAIL sens 6.7, NCOA1 inh 27.7, NCOA3 inh -23.8 and EBV LMP1 NFkB 1.6.
Screening CN(Cc1ccccc1)Cc1ccccc1C(O)c1ccccc1 (stereo not drawn) returned LRH-1 inv ag 8.0, NCOA2 inhibitor -0.5, NOD2-RIPK2 inh 3.6, TLR9-MyD88 inh -4.1, NR2F2 inh 0.5, TROY NFkB inh -6.9, C8 TRAIL sens 7.0, NCOA1 inh -20.7, NCOA3 inh -1.3, Vif imaging -3.0 and EBV LMP1 NFkB -11.1.
`CCOc1ccc(CCNC(=O)CN2C(=O)NC3(CCc4ccccc43)C2=O)cc1OCC` (stereo not drawn) gave LRH-1 inv ag 49.3, NCOA2 inhibitor 5.0, NOD2-RIPK2 inh -0.6, TLR9-MyD88 inh 6.5, NR2F2 inh 7.4, TROY NFkB inh -13.9, C8 TRAIL sens -0.6, NCOA1 inh 8.4, NCOA3 inh 5.8, Vif imaging 6.3 and EBV LMP1 NFkB -5.8.
`O=C(NCCOc1ccccc1F)c1cccc(S(=O)(=O)N2CCN(c3ccccc3)CC2)c1` gave LRH-1 inv ag 16.0, NCOA2 inhibitor 14.2, NOD2-RIPK2 inh 3.0, TLR9-MyD88 inh 5.4, NR2F2 inh 8.3, TROY NFkB inh 19.3, C8 TRAIL sens 5.8, NCOA1 inh 6.1, NCOA3 inh 12.9, Vif imaging -29.7 and EBV LMP1 NFkB 0.5.
Cc1ccc(NC(=O)C2CCCN(c3ncccn3)C2)cc1F (stereo not drawn) was read as LRH-1 inv ag -123.8, NCOA2 inhibitor -56.4, NOD2-RIPK2 inh -10.8, TLR9-MyD88 inh 2.0, NR2F2 inh -19.3, TROY NFkB inh -31.9, C8 TRAIL sens -1.6, NCOA1 inh -74.7, NCOA3 inh -52.8, Vif imaging -6.7 and EBV LMP1 NFkB -41.4.
Screening Cc1cc2occ(CC(=O)N(C)CC(=O)Nc3ccccc3Cl)c2cc1C returned LRH-1 inv ag -1.9, NCOA2 inhibitor -6.4, NOD2-RIPK2 inh 1.4, TLR9-MyD88 inh 7.0, NR2F2 inh -1.2, TROY NFkB inh -9.6, C8 TRAIL sens -8.9, NCOA1 inh -4.8, NCOA3 inh -4.2, Vif imaging -8.5 and EBV LMP1 NFkB 2.8.
COc1cccc(-n2nnnc2SCC(=O)Nc2ccc3c(c2)OCCO3)c1 was read as LRH-1 inv ag 1.2, NCOA2 inhibitor -10.5, NOD2-RIPK2 inh -7.2, TLR9-MyD88 inh -9.3, NR2F2 inh 10.7, TROY NFkB inh -0.9, C8 TRAIL sens 9.6, NCOA1 inh -1.0, NCOA3 inh 24.2 and EBV LMP1 NFkB 5.4.
